ALDH1A1 inh: inhibitors of human aldehyde dehydrogenase 1A1; P00352; Purified ALDH1A1, NADH fluorescence, propionaldehyde substrate; Potency, µM (doses to about 75.3 µM), inactives show at the top dose activity, negative = inhibition, usual class: inhibitors; 220,000 tested, 7.3% active; AID 1030; active = well fitted inhibition curve with a large enough effect, not every such curve was filed as active; inconclusive = small, poorly fitted or top-dose-only effect, or another doubt; inactive = no such curve, though single readings can be large or run the other way;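 note: plate controls were no enzyme wells and a reference inhibitor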
Target sequence (P00352 whole entry, looked up): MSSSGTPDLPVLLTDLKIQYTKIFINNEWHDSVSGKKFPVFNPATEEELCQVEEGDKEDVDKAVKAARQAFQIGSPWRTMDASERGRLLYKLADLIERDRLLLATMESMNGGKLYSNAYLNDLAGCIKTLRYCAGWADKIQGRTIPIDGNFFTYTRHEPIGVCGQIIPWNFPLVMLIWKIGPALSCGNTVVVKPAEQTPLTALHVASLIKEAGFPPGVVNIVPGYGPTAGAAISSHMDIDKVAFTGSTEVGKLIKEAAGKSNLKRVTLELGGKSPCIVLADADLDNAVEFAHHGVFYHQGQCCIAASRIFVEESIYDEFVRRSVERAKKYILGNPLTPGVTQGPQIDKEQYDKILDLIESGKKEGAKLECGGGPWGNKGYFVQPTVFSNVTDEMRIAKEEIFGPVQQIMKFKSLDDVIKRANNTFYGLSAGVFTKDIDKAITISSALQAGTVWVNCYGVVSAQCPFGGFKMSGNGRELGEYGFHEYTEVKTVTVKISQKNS
Starred values were filed as active, the others as inactive; ? = inconclusive; [ ] = dose if it differs, or a comment. Potency is the fitted concentration of half-maximal effect.

SMILES | ALDH1A1 inh
Oc1c(Br)cc(Br)cc1CN(Cc1cc(Br)cc(Br)c1O)C1CCCCC1 | 8%[13.5 µM]
O[C@@H](c1cc(C(F)(F)F)nc2c(Cl)cc(Cl)cc12)C1CCCCN1 (some centres undefined) | 2%[13.5 µM]
C[C@H]1CCCC2(CC[N+](C)(CCC[N+](C)(C)C)CC2)C1 (some centres undefined) | 4%[13.5 µM]
NS(=O)(=O)c1ccc(N=Nc2ccc(O)c(C(=O)O)c2)cc1 | ?
CN1CCN(CCCNN)CC1 | 14%[13.5 µM]
CCOC(=O)CCCN | -7%[13.5 µM]
CC1CCN(CC[S-])CC1.O.O.[Cl][Pt] | -11%[13.5 µM]
COc1cc(NCC[C@@H]2CCCCN2)c2ncccc2c1 | -1%[13.5 µM]
Cc1cc2ccc(OC(=O)c3ccc(N=C(N)N)cc3)cc2oc1=O | ?
Nc1[nH]c(=S)[nH]c(=O)c1N=Nc1c(Br)cc(S(N)(=O)=O)cc1Br | -1%[13.5 µM]
CC(C)C12CC[C@@]3(CC[C@H]4[C@@](C)(CCC[C@]4(C)C(=O)O)[C@@H]3C1)[C@@H](CN)C2 | ?
C[C@@H]1CCCN(CP(=O)(c2ccccc2)c2ccccc2)C1 | 2%[13.5 µM]
Cc1[nH]c(C(=O)N2CCCCC2)c(C)c1C(=O)NC1CCCCC1 | 5%
Cc1cc(Cl)ccc1OCC(=O)Oc1c(Cl)c(Cl)c(Cl)c(Cl)c1Cl | 9%[13.5 µM]
COc1ccc2cc1Oc1ccc(cc1)C[C@@H]1c3c(cc(OC)c4c3Oc3cc5c(cc3O4)CCN[C@H]5C2)CCN1C | 3%[13.5 µM]
Cc1ccc(S(=O)(=O)N=Nc2c(O)[nH]c3cc(O)c(C(=O)O)cc23)cc1 | 7%[13.5 µM]
O=S(O)O.O=S(O)O.[Co].[NH2-].[NH2-].[NH2-].[NH2-] | 0%[13.5 µM]
O=C(O)CNc1ccc(C(=O)O)cc1 | 6%[13.5 µM]
N#C/C(=C\Nc1ccccn1)C(=O)C1CC1 | -2%[13.5 µM]
[O-][n+]1c(CN2CCCCC2)nc2cccc3c2c1-c1ccccc1-3 | 1µM*

Reprinted at random: 7 entries already listed.
SMILES | ALDH1A1 inh
O=S(O)O.O=S(O)O.[Co].[NH2-].[NH2-].[NH2-].[NH2-] | 0%[13.5 µM]
[O-][n+]1c(CN2CCCCC2)nc2cccc3c2c1-c1ccccc1-3 | 1µM*
Cc1ccc(S(=O)(=O)N=Nc2c(O)[nH]c3cc(O)c(C(=O)O)cc23)cc1 | 7%[13.5 µM]
COc1ccc2cc1Oc1ccc(cc1)C[C@@H]1c3c(cc(OC)c4c3Oc3cc5c(cc3O4)CCN[C@H]5C2)CCN1C | 3%[13.5 µM]
Cc1cc(Cl)ccc1OCC(=O)Oc1c(Cl)c(Cl)c(Cl)c(Cl)c1Cl | 9%[13.5 µM]
CC(C)C12CC[C@@]3(CC[C@H]4[C@@](C)(CCC[C@]4(C)C(=O)O)[C@@H]3C1)[C@@H](CN)C2 | ?
Cc1[nH]c(C(=O)N2CCCCC2)c(C)c1C(=O)NC1CCCCC1 | 5%

More structures follow:
SMILES | ALDH1A1 inh
CC1CCN(c2nc3ccccc3nc2C(C#N)S(=O)(=O)c2ccccc2)CC1 (centres undefined) | 4%
FC(F)(F)c1nc2nc(Cl)c(Cl)nc2n1CCCN1CCOCC1 | -2%[13.5 µM]
Oc1ccccc1CNCc1ccccc1O | -7%[13.5 µM]
O=C(O)/C=C\C(=O)N1Cc2cc3ccccc3nc2C1 | -10%[13.5 µM]
O=C(C[n+]1ccc2ccccc2c1)c1ccc2ccc3ccccc3c2c1 | ?
O=C(O)c1c2c(c(O)c3c1CN(C1CCCCC1)CO3)OCN(C1CCCCC1)C2 | 1%[13.5 µM]
O[C@@H](COc1cccc2ccccc12)CN1CCOCC1 | 8%[13.5 µM]
Cn1c(=O)c2c(nc(N/N=C\c3ccccc3C(=O)O)n2C)n(C)c1=O | 10%[13.5 µM]
Cc1nnc(S(=O)(=O)c2ccc(N=Nc3c(N)nc(N)nc3N)cc2)s1 | -1%[13.5 µM]
Cc1c2cc[n+](CCN3CCCCC3)cc2c(C)c2c1[nH]c1ccc(O)cc12 | 7%[13.5 µM]
CN(CCc1ccccn1)c1ccc2c(c1)C(=O)c1ccccc1-2 | -5%[13.5 µM]
O=C(O)CCc1nc(-c2ccccc2-n2cccc2)no1 | ?
Nc1ccc(S(=O)(=O)NCc2nccs2)cc1 | -14%[13.5 µM]
O=C1c2ccccc2C(=O)c2c(NC(=O)c3ccc4c5c(ncnc35)-c3ccccc3C4=O)cccc21 | -1%[13.5 µM]
O=C(O)c1ccc([N+]2=Cn3c(nc4ccccc43)C2)cc1 | 16%[13.5 µM]
O=C(CCN1CCOCC1)Nc1ccc(F)cc1F | 2%[13.5 µM]
O=C(O)c1nn(-c2ccc(Cl)cc2)c2c1C(=O)c1ccccc1C2=O | 7%[13.5 µM]
N[C@H]1[C@@H](C(=O)O)[C@H]2C=C[C@H]1C2 | 0.5µM*
CC(C)Cn1cnc2c(SCc3ccc(Cl)cc3Cl)nc(N)nc21 | -3%[13.5 µM]
Cn1c([N+](=O)[O-])cnc1CN1CCN(CCO)CC1 | 6%[13.5 µM]

Structures listed so far printed as active in ALDH1A1 inh.
SMILES | ALDH1A1 inh
[O-][n+]1c(CN2CCCCC2)nc2cccc3c2c1-c1ccccc1-3 | 1µM*
N[C@H]1[C@@H](C(=O)O)[C@H]2C=C[C@H]1C2 | 0.5µM*

Remaining list, next part.
SMILES | ALDH1A1 inh
NNC(=O)CCc1ccc2ccc3ccccc3c2c1 | -11%[13.5 µM]
O=C(N[C@@]1(C(=O)O)C[C@@H]1c1ccccc1)c1ccccc1 | 6%[13.5 µM]
COc1ccc2c(Cl)cc(NC(=S)Nc3ccccc3)nc2c1 | -6%[13.5 µM]
Cn1c(=O)c2[nH]c(CCS)nc2n(C)c1=O | ?
CC(C)(C)OC(=O)[C@H](C1N[C@@H](C(=O)O)C(C)(C)S1)N1C(=O)c2ccccc2C1=O (some centres undefined) | 3%[13.5 µM]
O=C(O)C1(C(=O)O)CCN(S(=O)(=O)c2ccccc2)CC1 | -8%[13.5 µM]
N#C/C(=C\N1CCNC1=S)C(=O)c1ccc2ccccc2c1 | ?
O=C1CN2CCN(CC2)CC(=O)Nc2ccc(cc2)S(=O)(=O)c2ccc(cc2)NC(=O)CN2CCN(CC2)CC(=O)Nc2ccc(cc2)S(=O)(=O)c2ccc(cc2)N1 | 1.6µM*
O=C(O)CC[P+](c1ccccc1)(c1ccccc1)c1ccccc1 | 20%[13.5 µM]
C[N+]1(CCCC[N+]2(C)CCCCCCC2)CCCCCCC1 | 8%[13.5 µM]
Cc1ccc(-c2nnc(-c3ccc4ccccc4c3)o2)cc1 | ?
CN(C)c1ccc(C(=C2C=CC(=[N+](C)C)C=C2)c2c(O)c(S(=O)(=O)O)cc3cc(S(=O)(=O)O)ccc23)cc1 | 3.5µM*
O=C(O)[C@@H](O)[C@@H](O)[C@@H](O)[C@@H](O)c1nc2ccccc2s1 | 2%[13.5 µM]
c1cncc(-c2cc(-c3cc(-c4cccnc4)n[nH]3)[nH]n2)c1 | 25%[13.5 µM]
CC1(C)S[C@@H]2[C@H](C(=O)O)N=C(Cc3ccccc3)N2[C@H]1C(=O)O | 0%[13.5 µM]
O=CNc1ncn[nH]1 | 5%[13.5 µM]
O=C(O)CCc1ccc(-c2ccccc2)[nH]1 | -9%[13.5 µM]
O=C1C[C@H]2C(=O)[C@@H]1[C@@H](C(=O)O)[C@H]2C(=O)O | 8%[13.5 µM]
CCc1ncc(CO)n1Cc1cccc2ccccc12 | 11%[13.5 µM]
O=C(O)NCc1ccccc1 (tested in a mixture with another compound) | -3%[13.5 µM]
O=C(Nc1c[nH]c(=O)[nH]c1=O)Oc1ccccc1 | ?
NCCNCC1CCNCC1 | 12%[13.5 µM]
c1ccc(C[n+]2cccc(-c3cc4ccccc4[nH]3)c2)cc1 | -13%[13.5 µM]
CC1=NN(c2ccccc2)C(=O)[C@@H]1N=Nc1ccc(S(N)(=O)=O)cc1 | 13%[13.5 µM]
N[C@@H]1[C@@H]2[C@@H]3C[C@H]4N(CC[C@@]14C(=O)C(=O)O)CC3=CCO[C@@H]2CC(=O)O | 1%[13.5 µM]
Cc1cn(CC[C@H](N)C(=O)O)c(=O)[nH]c1=O | -7%[13.5 µM]
O=C1CCC[C@H]1C(=O)Nc1ccc2ccccc2c1 | 12%[13.5 µM]
CC(=O)[C@H](C(=N)C#N)C(=O)Nc1ccccc1 | 5%[13.5 µM]
N=C(N)SC(c1ccccc1)c1ccccc1 | 5%[13.5 µM]
N=C(N)SCCN1CCCCC1 | ?
CCSC[C@@H](N)C(=O)O | -4%[13.5 µM]
CCCCn1cnc2c(c(CC#N)nn2-c2ccccc2)c1=N | 1%[13.5 µM]
O=C1c2cccc(O)c2C(=O)c2c(O[C@@H]3O[C@H](CO)[C@@H](O)[C@H](O)[C@@H]3O)cccc21 | 9%[13.5 µM]
CC(C)N1CCN(c2ccncc2S(=O)(=O)N2CCCCC2)CC1 | 13%[13.5 µM]
NCCSCCc1ccccc1 | 7%[13.5 µM]
c1ccc(-c2nnn(CCN3CCCCC3)n2)cc1 | -3%[13.5 µM]
CC(C)CNC(=O)O | -10%[13.5 µM]
CSC(=[SH+])N=N/C(=C1/C=CC=CN1)c1ccccn1.[Cu][Br] | 0.63µM*
CO[C@@H](NC(N)=O)C(=O)O | 3%[13.5 µM]
O=C1Oc2ccccc2C(=O)/C1=C\N1C(=O)N/C(=C\c2ccccc2O)C1=O | ?

Overlap with the part before: four compounds; new compounds follow.
SMILES | ALDH1A1 inh
CC(C)CNC(=O)O | -10%[13.5 µM]
CSC(=[SH+])N=N/C(=C1/C=CC=CN1)c1ccccn1.[Cu][Br] | 0.63µM*
CO[C@@H](NC(N)=O)C(=O)O | 3%[13.5 µM]
O=C1Oc2ccccc2C(=O)/C1=C\N1C(=O)N/C(=C\c2ccccc2O)C1=O | ?
Cn1c(Sc2ccc(-c3cccnc3)n2C)ccc1-c1cccnc1 | -6%[13.5 µM]
C[C@@]12C[C@H](O)C3[C@H](CCC4=CC(=O)CC[C@]43C)[C@H]1CC[C@@H]2c1csc(-c2ccccc2)n1 (some centres undefined) | 3%[13.5 µM]
c1c[nH]c(CN2CCOCC2)n1 | -15%[13.5 µM]
Cc1ncc(COP(=O)(O)O)c(C)c1O | 3%[13.5 µM]
OCCSCc1cc(Cl)cc(Cl)c1O | -11%[13.5 µM]
C[C@]12CC[C@H](O)CC1=CC[C@H]1[C@@H]2CC[C@@]2(C)C(N(CCO)CCO)CC[C@@H]12 (some centres undefined) | 2%[13.5 µM]
CN1[C@@H](c2ccccc2)CC(=NO)C[C@H]1c1ccccc1 | -4%[13.5 µM]
CC(C)(C)CC(C)(C)c1ccc(O)c(C[N+](C)(C)[O-])c1 | -9%[13.5 µM]
O=c1[nH]c(=S)c2[nH]c(=O)n(-c3ccccc3)c2[nH]1 | 0%[13.5 µM]
CCNC(=O)[C@@H]1CCCN1C(=O)[C@H](CCCN=C(N)N)NC(=O)[C@H](CC(C)C)NC(=O)[C@@H](CC(C)C)NC(=O)[C@H](Cc1ccc(O)cc1)NC(=O)[C@H](CO)NC(=O)[C@H](Cc1c[nH]c2ccccc12)NC(=O)[C@H](Cc1cnc[nH]1)NC(=O)[C@@H]1CCC(=O)N1 | 0%
CC(CN(C)C)NC(=O)c1ccc(-n2c(=O)c(=O)[nH]c3ccccc32)cc1 (centres undefined) | -5%
NC(=O)c1csc(-c2ccc(CO)o2)n1 | -4%[13.5 µM]
COc1ccc2nc3cc(Cl)ccc3c(Nc3ccc(O)c(CN4CCN(C)CC4)c3)c2c1 | 5%[13.5 µM]
O=C(O)c1ccc([N+](=O)[O-])c(P(=O)(O)O)c1 | 0%[13.5 µM]
COc1cc(C)cc(OC)c1/C=C\C(=O)O | 19%[13.5 µM]
CN(C)CCCN1c2ccccc2Sc2ccc3ccccc3c21 | -2%[13.5 µM]
C[C@@]12CC(=O)[C@@H]3[C@@H](CCC4=CC(=O)CC[C@]43C)[C@@H]1CC=C2CC(=O)O | 6%[13.5 µM]
Cc1ccc([C@@]2(C)CC/C(=N/N=C3\CC[C@](C)(c4ccc(C)c(C)c4)c4cc(C)c(C)cc43)c3cc(C)c(C)cc32)cc1C | -3%[13.5 µM]
O=C(O)c1ccc(Cc2ccccc2C(=O)O)cc1 | 7%[13.5 µM]
Clc1ccc2c(NC3CCC(N4CCCCC4)CC3)ccnc2c1 (centres undefined) | -5%[13.5 µM]
Cc1[nH]c(C)c(CN(C)C)c1CN(C)C | 9%[13.5 µM]
C[C@@H](N1CCOCC1)[C@@](O)(c1ccccc1)c1ccccn1 | 1%[13.5 µM]
O=C(O)C/C=C\CC(=O)O | 20%[13.5 µM]
C(CCc1nnc2c(n1)CCCC2)Cc1nnc2c(n1)CCCC2 | 12%[13.5 µM]
CC(=O)C=NCC(=O)O | -4%[13.5 µM]
CN(CCO)Cc1ncccc1O | -3%[13.5 µM]
CCCn1cnc2c(SCc3ccc(Cl)cc3)nc(N)nc21 | 2%[13.5 µM]
COc1ccc2c3c(ccc2c1)N[C@H](C(=O)O)CC3 | ?
O=C(CC(=O)c1ccncc1)c1ccccc1 | 3.5µM*
Nc1c(S(=O)(=O)O)cc(Nc2cccc(S(N)(=O)=O)c2)c2c1C(=O)c1ccccc1C2=O | ?
Nc1cc(S(N)(=O)=O)ccc1SSc1ccc(S(N)(=O)=O)cc1N | 2µM*
O=C(O)[C@@H](Br)[C@@H](Br)c1ccccc1[N+](=O)[O-] | 3%[13.5 µM]
N[C@H](C(=O)O)[C@H](N)C(=O)O | -1%[13.5 µM]
NCOC(=O)Cc1ccc(Br)cc1 | -3%[13.5 µM]
C[N+]1(NCC[N@@+]2(C)CCc3ccccc3C2)CCCCC1 | 17%[13.5 µM]
Nc1nc(SCCc2ccccc2)c2[nH]cnc2n1 | ?

Screens (PubChem BioAssay)

A portion of the library; rates above refer to the full screens.
